DNMT1 inh: blocks human DNA methyltransferase DNMT1 | hit rate 0.83% among 360,000 | DNMT1 molecular beacon, Hinp1I cleavage, fluorescence | P26358 | AID 588458 | inhibition (reported as % activation of signal), % at 10 µM; in the data active means inhibition above about 50%
NadD inh: inhibitors of Staphylococcus aureus NadD; purified NadD enzyme, colorimetric absorbance read-out; inhibition, % at 20 µM; hit rate 0.78% among 360,000; in the data active means inhibition above about 26%; further: some compounds past the cut are filed as inactive
Tb MetRS inh: blocks T. brucei methionyl-tRNA synthetase activity | purified T. brucei MetRS, ATP depletion, Kinase-Glo luminescence | inhibition, % at 11.9 µM | hit rate 0.4% among 360,000;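 active means inhibition above a per-plate cutoff of the control wells' mean inhibition plus 3 SD, cut at about 5.5% in these data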;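 further: 0% = DMSO wells median and 100% = median of wells with control inhibitor compound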
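Test system – parasite MetRS enzyme · Reagent – substrates ATP, L-methionine and bulk Escherichia coli tRNA · Doses – 11.9 µM compound single dose, 0.9% DMSO · Times – 15 min enzyme-compound preincubation, 2 h reaction, 10 min detection, 25 °C · Signal – Kinase-Glo luminescence, ATP depletion format · Controls – DMSO-only wells as low control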
STEP inh: blocks human striatal-enriched tyrosine phosphatase | P54829 | recombinant STEP, OMFP fluorogenic substrate, fluorescence | inhibition, % at 20 µM | hit rate 0.25% among 360,000 | AID 588621;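 active means inhibition at 20 µM, scaled per plate between control wells, above about 37%, limit read from the data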;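 further: 0% = DMSO with enzyme and substrate and 100% = substrate only without enzyme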
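Material: STEP (striatal-enriched tyrosine phosphatase) enzyme, cell-free | Medium: 50 mM Bis-Tris pH 6.0 with 2.5 mM DTT and 0.005% Tween 20 | Read-out: Percent inhibition scaled to no-enzyme and uninhibited-enzyme controls, plate-pattern corrected | Signal: Fluorescence read at 480 nm ex / 540 nm em | Times: 20 min reaction, room temperature, in the dark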
SUMO1 PPI mod: alters human SUMO1 binding to SIM partners; SUMO1 binding to a labelled peptide, TR-FRET, 1 h; inhibition, % at 20 µM; AID 602429; hit rate 0.33% among 360,000; P63165; in the data active means inhibition above about 37%
CSN deneddyl inh: inhibitors of human CSN-mediated cullin deneddylation | AID 651999 | Purified CSN, SCF-Nedd8-OG deneddylation, fluorescence polarization | Q92905 | inhibition, % at 12.5 µM | hit rate 0.38% among 360,000;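 active means pattern-corrected inhibition above about 35%, with an unprinted fluorescence ratio check between 0.5 and 1.5, limit read from the data, passing the limit was not always enough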;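 further: 0% = enzyme with substrate and 100% = substrate without enzyme; some results filed as inactive read as strong as hits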
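assay system = purified human Csn5 enzyme expressed in HEK293T cells | amount = 0.24 nM enzyme | buffer or medium = Tris/NaCl/DTT buffer, pH 7.5 | reagent = 10 nM SCFSkp2-Nedd8OG | compound = one concentration, 12.5 µM, 0.25% DMSO | times = 90 min reaction at room temperature | signal = FP | read-out basis = % inhibition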
Rpn11 inh: blocks the human proteasome subunit Rpn11; O00487; human 26S proteasome, Ub4-pepOG fluorescence polarization; 20S core pre-blocked with epoxomicin; calls only at 20 µM; hit rate 0.59% among 360,000;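 active means inhibition at 20 µM, scaled to each plate's controls, above about 33%, limit read from the data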
Target sequence (O00487 whole entry, looked up): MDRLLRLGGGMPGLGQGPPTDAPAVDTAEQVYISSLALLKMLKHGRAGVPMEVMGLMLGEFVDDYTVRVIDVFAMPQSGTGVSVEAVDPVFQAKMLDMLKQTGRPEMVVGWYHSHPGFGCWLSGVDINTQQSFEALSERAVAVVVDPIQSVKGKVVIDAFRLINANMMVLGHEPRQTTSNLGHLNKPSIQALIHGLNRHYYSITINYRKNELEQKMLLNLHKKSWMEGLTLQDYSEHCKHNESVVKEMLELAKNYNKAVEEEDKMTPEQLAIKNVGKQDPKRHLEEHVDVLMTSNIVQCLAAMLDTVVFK
LMPTP block: blocks human LMPTP phosphatase; hit rate 0.22% among 360,000; P24666; inhibition, % at 20 µM; recombinant LMPTP-A, OMFP fluorogenic substrate, fluorescence intensity;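 active means compounds that cut the enzyme signal by at least half of the control window in the single-dose screen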;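 further: plate controls were DMSO wells with enzyme plus substrate for no effect and substrate without enzyme for full effect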
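Test system – LMPTP-A phosphatase enzyme · Quantity – 0.625 nM LMPTP-A final · Reagent – OMFP substrate, 400 µM final · Dosing – one test concentration per compound, 20 µM, with 3% DMSO overall · Timing – 50 min enzyme reaction at room temperature, protected from light · Detection – fluorescence intensity · Controls – substrate-only low control, DMSO enzyme-plus-substrate high control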
PABP1 MLLE inh: blocks PAM2 peptide binding to the PABP1 MLLE domain; P11940; GST-MLLE / FITC-PAM2 fluorescence polarization; inhibition, % at 20 µM; hit rate 0.36% among 360,000; in the data active means inhibition above about 35%, passing the limit was not always enough;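 further: plate controls were DMSO wells with GST-MLLE for no effect and wells lacking GST-MLLE protein for full effect; some results filed as inactive read as strong as hits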
Target sequence (P11940 whole entry, looked up, the tested form may be a part): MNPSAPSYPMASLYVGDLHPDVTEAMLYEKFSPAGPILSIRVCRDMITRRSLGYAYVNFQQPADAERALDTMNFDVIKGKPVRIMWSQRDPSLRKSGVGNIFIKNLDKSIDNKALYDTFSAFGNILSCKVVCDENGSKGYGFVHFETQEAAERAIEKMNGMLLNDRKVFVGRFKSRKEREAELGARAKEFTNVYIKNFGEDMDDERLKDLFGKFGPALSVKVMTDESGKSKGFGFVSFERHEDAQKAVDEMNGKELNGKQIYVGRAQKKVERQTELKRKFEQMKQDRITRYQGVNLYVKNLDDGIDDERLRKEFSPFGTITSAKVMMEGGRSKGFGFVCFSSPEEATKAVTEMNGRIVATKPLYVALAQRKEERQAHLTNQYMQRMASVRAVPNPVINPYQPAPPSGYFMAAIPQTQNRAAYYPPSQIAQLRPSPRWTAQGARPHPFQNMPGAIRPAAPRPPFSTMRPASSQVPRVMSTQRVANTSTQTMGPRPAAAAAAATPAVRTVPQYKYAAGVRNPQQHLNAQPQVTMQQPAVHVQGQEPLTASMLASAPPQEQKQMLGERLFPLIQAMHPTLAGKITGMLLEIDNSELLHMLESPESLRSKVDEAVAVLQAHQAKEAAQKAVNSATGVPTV
Scp-1 inhibitor: inhibitors of human Scp-1 phosphatase | Recombinant Scp1, phosphopeptide, malachite green phosphate absorbance | inhibition, % at 20 µM | Q9GZU7 | hit rate 0.88% among 340,000;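 active means inhibition above about 50% at 20 µM, limit read from the data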;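 further: plate controls were DMSO wells with enzyme for no effect and wells lacking enzyme for full effect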
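Test system: SCP-1 phosphatase catalytic domain, residues 76-261; measured by: colorimetric phosphate reagent with accelerator and stabiliser, absorbance at 630 nm; timing: enzyme reaction 45 min at room temperature, colour 5 min, stabilisation 30 min; also added: Phosphorylated 17-residue peptide substrate; compound dosing: one concentration, 20 µM, with 1.0% DMSO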
The depositor's hits bear a star; i = inactive; nt = not tested or not shown.

SMILES	DNMT1 inh	NadD inh	Tb MetRS inh	STEP inh	SUMO1 PPI mod	CSN deneddyl inh	Rpn11 inh	LMPTP block	PABP1 MLLE inh	Scp-1 inhibitor
CC(C)Oc1ccc(CNC(=S)N/N=C/c2cccnc2)cc1	-2	-6	-0.8	2	-12	0	i	-0.6	5	9
O=C(CNS(=O)(=O)c1ccccc1)OCC(=O)c1cccc([N+](=O)[O-])c1	2	-1	0.4	1	-15	-2	i	-1.3	-1	-12
COc1ccccc1-n1cc(C(=O)NCC(=O)N2CCN(Cc3ccccc3)CC2)c2ccccc2c1=O	1	10	0.9	-1	-2	-6	i	-1.7	1	2
CC1CC(C)CN(C(=O)CN2CCN(Cc3ccc(Cl)cc3)C2=O)C1 (centres undefined)	2	1	-0.4	2	4	-2	i	-0.6	2	2
O=C(OCc1cn([C@H]2C[C@H](c3ccc(Cl)cc3)N(C(=O)C3CCCCC3)C[C@@H]2O)nn1)c1ccccc1	3	-2	0.6	-1	-5	3	i	1.1	-3	nt
O=C(Cn1nnc2ccccc21)NNC(=O)c1ccccc1	4	-4	-0.5	0	-1	2	i	-0.6	10	-4
O=C(CCc1nnc(CCc2ccccc2)o1)N1CCCCC1CCn1cccn1 (centres undefined)	0	2	-0.5	0	-1	7	i	-0.3	-6	-7
CCNc1ccc(S(=O)(=O)N(C)C)cc1[N+](=O)[O-]	4	20	-1.5	-1	-15	0	i	0.4	-141	59*
NCCSc1c(-c2ccc(Cl)cc2)[nH]c2ccccc12	-5	-5	-0.7	2	-6	-3	i	2.6	-5	2
COc1cccc(C(=O)CN2CCC(NC(=O)NC3CCCCC3)CC2)c1	-4	6	-0.5	0	0	-7	i	-1.1	-7	-7

Structural class, those above containing a nitro group on carbon.
SMILES	DNMT1 inh	NadD inh	Tb MetRS inh	STEP inh	SUMO1 PPI mod	CSN deneddyl inh	Rpn11 inh	LMPTP block	PABP1 MLLE inh	Scp-1 inhibitor
O=C(CNS(=O)(=O)c1ccccc1)OCC(=O)c1cccc([N+](=O)[O-])c1	2	-1	0.4	1	-15	-2	i	-1.3	-1	-12
CCNc1ccc(S(=O)(=O)N(C)C)cc1[N+](=O)[O-]	4	20	-1.5	-1	-15	0	i	0.4	-141	59*

Compounds from the list above that have an aryl methoxy group (2):
SMILES	DNMT1 inh	NadD inh	Tb MetRS inh	STEP inh	SUMO1 PPI mod	CSN deneddyl inh	Rpn11 inh	LMPTP block	PABP1 MLLE inh	Scp-1 inhibitor
COc1ccccc1-n1cc(C(=O)NCC(=O)N2CCN(Cc3ccccc3)CC2)c2ccccc2c1=O	1	10	0.9	-1	-2	-6	i	-1.7	1	2
COc1cccc(C(=O)CN2CCC(NC(=O)NC3CCCCC3)CC2)c1	-4	6	-0.5	0	0	-7	i	-1.1	-7	-7

(cont.)
SMILES	DNMT1 inh	NadD inh	Tb MetRS inh	STEP inh	SUMO1 PPI mod	CSN deneddyl inh	Rpn11 inh	LMPTP block	PABP1 MLLE inh	Scp-1 inhibitor
Cc1ccc(Nc2nc(N)c([N+](=O)[O-])c(NCc3ccco3)n2)cc1	4	3	0.1	0	-2	-6	i	2.5	-2	-2
CCn1c(COc2cccc(C)c2)nnc1SCC(=O)N1CCCC1	-2	-1	-0.6	-1	5	-4	i	-0.5	3	-5
C/C(CC(=O)NC12CC3CC(CC(C3)C1)C2)=N\NC(=O)c1cnccn1	1	-3	-0.8	-2	1	-2	i	-0.8	8	-11
CCOC(=O)C1CCN(S(=O)(=O)c2csc(C(N)=O)c2)CC1	0	3	-0.3	-1	-2	0	i	-1.0	3	1
CC(C)CC(C)NNC(=O)c1cc2ccccc2[nH]1 (centres undefined)	-1	-1	-0.3	0	2	-1	i	1.1	-3	-8
CN(C(=O)c1ccc(NC(=O)C2CCCN(C(=O)OC(C)(C)C)C2)cc1)C1CCCC1 (centres undefined)	2	0	-0.1	-2	7	-2	i	-0.7	-7	-3
O=C(NCC1CCOCC1)c1cc(COc2cccc(C(F)(F)F)c2)on1	3	-4	-0.3	1	4	2	i	0.6	-1	-4
O=C(Cn1ccc([N+](=O)[O-])n1)NCc1nc2ccccc2[nH]1	5	-5	1.3	0	-9	-10	i	-1.0	14	-7
CCNC(=S)NNC(=O)c1cccn(Cc2ccc(Cl)cc2Cl)c1=O	0	5	2.4	1	-6	0	i	0.2	-24	-7
CCN(C(=O)COc1ccc(N(C)S(=O)(=O)c2ccc(NC(C)=O)cc2)cc1)C1CCCCC1	-1	3	0.0	4	1	3	i	0.2	-35	-7

Scp-1 inhibitor: hit marks shown above
SMILES	DNMT1 inh	NadD inh	Tb MetRS inh	STEP inh	SUMO1 PPI mod	CSN deneddyl inh	Rpn11 inh	LMPTP block	PABP1 MLLE inh	Scp-1 inhibitor
CCNc1ccc(S(=O)(=O)N(C)C)cc1[N+](=O)[O-]	4	20	-1.5	-1	-15	0	i	0.4	-141	59*

The list continues.
SMILES	DNMT1 inh	NadD inh	Tb MetRS inh	STEP inh	SUMO1 PPI mod	CSN deneddyl inh	Rpn11 inh	LMPTP block	PABP1 MLLE inh	Scp-1 inhibitor
Cc1ccc(S(=O)(=O)NC(C)(C)CSc2nncn2C)cc1	4	-4	-0.1	1	3	0	i	-0.8	6	3
Cc1ccc(CN2C(=O)N/C(=C\c3cccn3-c3cccc(C(=O)O)c3)C2=O)cc1	91*	4	-0.7	5	-10	30	i	3.6	7	64*
O=C(CCCSc1ccccc1)Nc1ccc(Cl)c(S(=O)(=O)N2CCOCC2)c1	-9	-6	0.1	-1	2	-2	i	-0.1	9	-6
CCOc1ccc(CN2CCN(C/C=C/c3ccc(OC)cc3)CC2CCO)cc1 (centres undefined)	1	-3	1.2	5	1	2	i	-0.5	-5	-7
CCOc1ccc(NC(=O)c2ccc(CNc3c(NC4CCCCC4)c(=O)c3=O)cc2)cc1	56*	24	0.1	0	12	2	i	-1.5	7	4
O=C(Nc1cccc2ccccc12)c1cccc(F)c1	-5	-6	-0.3	0	-6	3	i	0.4	5	-2
Cc1cccc(C(=O)NC(=S)Nc2ccccc2C(=O)O)c1	-1	-10	-0.8	2	3	78*	i	1.5	37	-3
CCN(CC)C(=O)NC1CCCCCCC1	3	1	-0.5	-1	-1	3	i	-0.3	-9	-4
CN(CCN1CCOCC1)Cc1nc(-c2ccc(Cl)cc2)no1	0	-7	0.4	-5	0	-2	i	0.9	-3	-4
O=C(CNc1cccc(S(=O)(=O)N2CCOCC2)c1)N1CCc2ccccc21	-3	1	0.6	0	2	4	i	-0.3	-14	-4
CC(=O)N1c2ccc(S(=O)(=O)N3CCCC3)cc2CC1C(=O)Nc1cc(C)cc(C)c1 (centres undefined)	-3	2	0.5	0	-1	-3	i	1.2	-10	-9
O=C(CN1C(=O)NC2(CCCCCC2)C1=O)c1ccc(Cl)cc1	-1	-3	0.8	0	2	-4	i	0.3	-5	-5
CCc1cccc(C)c1NC(=O)CC1Oc2ccc(C)cc2NC1=O (centres undefined)	3	-13	-0.1	-3	8	-1	i	-1.8	-10	1
CCCCN(C=O)c1c(CC)nc2ccc(C(=O)N3CCN(C(=O)c4ccco4)CC3)cn12	4	11	-0.2	-2	0	-6	i	-0.9	11	nt
CCCN1CCN(C(=O)c2cn(CC(C)C)c(=O)c3cc(OC)c(OC)cc23)CC1	-7	1	0.5	-3	0	0	i	-1.2	14	-8
CNc1cc(F)nc(F)n1	2	4	-0.3	-1	2	5	i	-0.1	3	-9
CC1(C(=O)O)CCC(C(=O)Nc2ccc(Cl)c(Cl)c2)C1(C)C (centres undefined)	0	-4	-0.2	-1	3	0	i	-0.8	-3	-10
CC(=O)c1c(C)nc2ccc(Br)cc2c1C(=O)O	7	1	0.5	1	4	2	i	0.0	4	-3
CCN(CC)CCn1c(=S)[nH]c2ncccc2c1=O	-2	0	-0.7	-3	2	7	i	-1.1	24	-9
CC(Sc1nnc(NC2CC2)s1)C(=O)Nc1ccc(N2CCOCC2)cc1 (centres undefined)	-2	-3	-0.4	4	-3	-3	i	-1.0	10	-3
